Source: PubChem BioAssay (several laboratories)
PP1 inh: PP1-alpha phosphatase inhibitors, primary screen, counter-screen for PP5 inhibitor project, biochemical, fluorescence, OMFP substrate, single point. Serine/threonine-protein phosphatase PP1-alpha catalytic subunit (Homo sapiens), P62136. purified PP1alpha. inhibition, % at 6.7 µM. 0.9% of 320,000 active. AID 2235, 2010;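 active means inhibition above the mean inhibition of all tested compounds plus 3 SD, computed separately for each screening campaign, cut at about 15% in these data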
EBNA-1 inhibitor: EBNA-1 DNA-binding inhibitors, primary screen, biochemical, fluorescence polarization | inhibition, % at 14.8 µM | 0.34% of 300,000 active | AID 1950, 2009; in the data active means inhibition above about 28%
HCV core dimer: inhibitors of HCV core protein dimerization, primary screen, biochemical, TR-FRET, high-throughput | TR-FRET GST/Flag-core106 dimerization, 1536-well | inhibition, % at 5 µM | 0.33% of 300,000 active;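 active means inhibition above the mean of all tested compounds plus 3 SD, set per screening campaign, cut at about 45% in these data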
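Assay system: GST-tagged and Flag-tagged HCV core protein residues 1-106 / Times: compound-protein-antibody incubation 4 h at 22.5 °C / Signal: time-resolved FRET, ex 340 nm, em 617 and 671 nm / Evaluation: % inhibition based on acceptor/donor emission ratio / Benchmarks: wells lacking GST-core106 and wells with excess unlabelled core106 / Repeats: singlicate, one well per compound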
PREPL inh: PREPL enzyme inhibitors, primary screen, biochemical, fluorescence polarization. Prolyl endopeptidase-like (Homo sapiens), Q4J6C6. recombinant PREPL, fluorescence polarization activity-based probe. inhibition, % at 5.96 µM. 0.68% of 320,000 active; in the data active means inhibition above about 43%;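 further: 0% = enzyme with DMSO and 100% = wells lacking enzyme; many of its hits are not listed in these tables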
Target sequence (Q4J6C6 whole entry, looked up): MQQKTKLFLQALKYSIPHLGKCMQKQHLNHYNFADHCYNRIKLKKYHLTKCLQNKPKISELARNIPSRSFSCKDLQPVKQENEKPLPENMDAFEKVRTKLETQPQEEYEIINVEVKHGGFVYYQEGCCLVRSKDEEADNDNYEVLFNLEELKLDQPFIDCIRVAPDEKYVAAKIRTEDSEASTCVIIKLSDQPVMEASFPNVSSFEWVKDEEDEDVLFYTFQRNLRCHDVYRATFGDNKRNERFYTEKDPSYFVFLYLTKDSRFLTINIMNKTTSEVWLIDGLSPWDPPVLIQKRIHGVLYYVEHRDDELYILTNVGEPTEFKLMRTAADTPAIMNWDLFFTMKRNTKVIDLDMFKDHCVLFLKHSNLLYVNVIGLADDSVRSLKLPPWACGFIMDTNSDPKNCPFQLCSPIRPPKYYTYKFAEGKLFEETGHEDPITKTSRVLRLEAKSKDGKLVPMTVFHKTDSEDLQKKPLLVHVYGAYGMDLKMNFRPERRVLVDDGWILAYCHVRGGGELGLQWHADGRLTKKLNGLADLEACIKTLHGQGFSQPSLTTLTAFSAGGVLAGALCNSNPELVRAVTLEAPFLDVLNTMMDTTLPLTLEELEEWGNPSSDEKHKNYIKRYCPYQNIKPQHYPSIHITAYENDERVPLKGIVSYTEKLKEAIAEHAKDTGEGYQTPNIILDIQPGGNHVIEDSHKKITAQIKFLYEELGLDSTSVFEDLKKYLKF
TPT1 inhibitor: Candida albicans TPT1 enzyme inhibitors, primary screen, biochemical, fluorescence polarization; recombinant caTPT1, FP RNA substrate dephosphorylation; tRNA 2'-phosphotransferase TPT1 (Candida albicans SC5314); inhibition, % at 5 µM; 0.81% of 300,000 active;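 active means inhibition above the mean of all tested compounds plus 3 SD, set per screening campaign, cut at about 24% in these data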;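 further: plate controls were DMSO alone for no effect and ferristatin control at 100 nM for full effect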
CTSL1 counter: Fasciola hepatica cathepsin L1 inhibitors, primary screen, counter-screen for PFM18AAP inhibitor project, biochemical, QFRET, fluorogenic peptide substrate | recombinant F. hepatica cathepsin L1, Z-Leu-Arg-MCA fluorescence | inhibition, % at 5.96 µM | 0.49% of 300,000 active | AID 1906, 2009;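 active means inhibition above the mean of all tested compounds plus 3 SD, set per screening campaign, cut at about 17% in these data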;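 further: 0% = plate median of test compound wells and 100% = 1 µM Z-Phe-Ala-diazomethylketone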
Efflux pump inh: inhibitors of Candida efflux pumps in yeast, primary screen, S. cerevisiae, Nile Red, multiplex; S. cerevisiae Candida pump triplex; inhibition, % at 10 µM; 0.44% of 330,000 active; AID 485275, 2010;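 active means plate passing quality check with inhibition over a set limit, or well fluorescence over plate mean plus 4 SD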;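 further: Nile Red retained in pooled yeast measured as flow cytometry median fluorescence; 0% = buffer negative control and 100% = Enniatin B positive control; higher means more Nile Red kept so more efflux inhibition; some compounds called inactive have numbers as strong as hits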
PP5 primary: PP5 phosphatase inhibitors, primary screen, biochemical, fluorescence. Serine/threonine-protein phosphatase 5 (Homo sapiens), P53041. purified PP5c, OMFP substrate fluorescence. inhibition, % at 6.7 µM. 0.18% of 320,000 active. AID 1987, 2009;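 active means inhibition above the campaign's mean inhibition across all tested compounds plus 3 SD, cut at about 9.5% in these data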;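 further: 0% = DMSO only and 100% = 100 µM cantharidin control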
ZTA DNA inh: blocks Epstein-Barr virus ZTA, an EBNA-1 counter-screen. ZTA-DNA binding, fluorescence polarization. P03206. inhibition, % at 11 µM. 0.15% of 320,000 active; in the data active means inhibition above about 33%
Target sequence (P03206 whole entry, looked up): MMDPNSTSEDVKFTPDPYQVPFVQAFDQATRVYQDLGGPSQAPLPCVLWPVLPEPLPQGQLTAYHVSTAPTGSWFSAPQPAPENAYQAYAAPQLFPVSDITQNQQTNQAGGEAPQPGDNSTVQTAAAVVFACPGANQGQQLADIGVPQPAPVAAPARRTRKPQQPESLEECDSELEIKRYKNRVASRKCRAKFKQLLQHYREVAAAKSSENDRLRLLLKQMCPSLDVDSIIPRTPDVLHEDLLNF
Active calls of the source: *; / = not tested or not shown. This is a subset (hit frequency here may not be typical).

Start of the data: the first 12 entries (preview)
SMILES	PP1 inh	EBNA-1 inhibitor	HCV core dimer	PREPL inh	TPT1 inhibitor	CTSL1 counter	Efflux pump inh	PP5 primary	ZTA DNA inh
O=C(OCc1nnc(-c2ccccc2)o1)c1ccc(Cl)cc1	-2	9	-7	10	-6	-1	-0.1	1.7	-2
Cc1ccccc1NC(=O)NC1(C(=O)N2CCN(C)CC2)CCCCC1	-3	5	-7	-5	1	-3	-0.1	-1.6	9
CCOC(=O)c1c(NC(=S)N2CCN(C)CC2)sc2c1CCN(C(=O)OCC)C2	1	-7	6	11	-3	-1	0.0	3.7	-10
COc1cc(C)c(CN2CCCCC2CO)cc1C (stereo not drawn)	-4	21	0	9	0	-2	0.2	0.2	8
CN(C)c1ccc(-c2nnc(SCC3CCCO3)n2C)cc1 (stereo not drawn)	-1	-13	-1	17	-2	-4	0.2	-1.0	-8
COc1ccc(/C(C)=N/N=C2/NC(=O)CC(C(=O)O)S2)cc1 (stereo not drawn)	-4	-5	-2	-3	-4	-3	0.1	0.9	11
O=C(CSc1nnnn1C1CC1)N1CCN(c2ccc(O)cc2)CC1	6	/	/	4	/	/	0.0	4.0	2
CC(=O)C1C(=O)c2c(cccc2[N+](=O)[O-])C1=Nc1ccccc1C (stereo not drawn)	-1	0	2	-6	5	2	0.0	3.6	3
O=C(Cn1nc(Cc2cccnc2)c2ccccc2c1=O)NCc1ccc2c(c1)OCO2	-3	-3	-11	-11	-3	1	0.1	-1.8	4
CCCOc1ccc(N2C(=O)CC(N3CCCC(C(=O)N4CCCC4)C3)C2=O)cc1 (stereo not drawn)	2	-6	4	13	0	-1	0.0	3.0	2
O=C(Cn1cnc2ccccc21)Nc1ccc(SC(F)F)cc1	3	6	-12	-33	-3	-3	0.0	3.1	-15
COC(=O)[C@@]12CCCCN1[C@H](c1ccc(-c3ccc(F)cc3)c(OC)c1)[C@@H]1C(=O)N(C)C(=O)[C@@H]12	3	-7	-8	16	-1	9	-0.2	5.0	-12

The list itself, from the first entry:
SMILES	PP1 inh	EBNA-1 inhibitor	HCV core dimer	PREPL inh	TPT1 inhibitor	CTSL1 counter	Efflux pump inh	PP5 primary	ZTA DNA inh
O=C(OCc1nnc(-c2ccccc2)o1)c1ccc(Cl)cc1	-2	9	-7	10	-6	-1	-0.1	1.7	-2
Cc1ccccc1NC(=O)NC1(C(=O)N2CCN(C)CC2)CCCCC1	-3	5	-7	-5	1	-3	-0.1	-1.6	9
CCOC(=O)c1c(NC(=S)N2CCN(C)CC2)sc2c1CCN(C(=O)OCC)C2	1	-7	6	11	-3	-1	0.0	3.7	-10
COc1cc(C)c(CN2CCCCC2CO)cc1C (stereo not drawn)	-4	21	0	9	0	-2	0.2	0.2	8
CN(C)c1ccc(-c2nnc(SCC3CCCO3)n2C)cc1 (stereo not drawn)	-1	-13	-1	17	-2	-4	0.2	-1.0	-8
COc1ccc(/C(C)=N/N=C2/NC(=O)CC(C(=O)O)S2)cc1 (stereo not drawn)	-4	-5	-2	-3	-4	-3	0.1	0.9	11
O=C(CSc1nnnn1C1CC1)N1CCN(c2ccc(O)cc2)CC1	6	/	/	4	/	/	0.0	4.0	2
CC(=O)C1C(=O)c2c(cccc2[N+](=O)[O-])C1=Nc1ccccc1C (stereo not drawn)	-1	0	2	-6	5	2	0.0	3.6	3
O=C(Cn1nc(Cc2cccnc2)c2ccccc2c1=O)NCc1ccc2c(c1)OCO2	-3	-3	-11	-11	-3	1	0.1	-1.8	4
CCCOc1ccc(N2C(=O)CC(N3CCCC(C(=O)N4CCCC4)C3)C2=O)cc1 (stereo not drawn)	2	-6	4	13	0	-1	0.0	3.0	2
O=C(Cn1cnc2ccccc21)Nc1ccc(SC(F)F)cc1	3	6	-12	-33	-3	-3	0.0	3.1	-15
COC(=O)[C@@]12CCCCN1[C@H](c1ccc(-c3ccc(F)cc3)c(OC)c1)[C@@H]1C(=O)N(C)C(=O)[C@@H]12	3	-7	-8	16	-1	9	-0.2	5.0	-12
CC(=O)c1cccc(OCc2cc(C(=O)N3C[C@@H](C)O[C@@H](C)C3)no2)c1	-1	1	8	10	0	-2	0.1	0.9	10
COc1ccc(NC(=O)Nc2ccc3c(c2)CCC3)cc1	0	6	1	6	2	4	0.0	3.1	3
O=C(NCCc1nccs1)C1CCC(=O)N(Cc2cccc(C(F)(F)F)c2)C1 (stereo not drawn)	1	-2	-4	0	-2	-1	0.0	4.9	7
COc1cc(Cl)ccc1OCc1cc(C(=O)N2C[C@H]3CC[C@H]2C3)no1	3	-2	-12	0	0	0	0.0	3.1	-14
Cc1ccc(C#CC[N+]2(C)CCCCC2)cc1	-2	-10	1	10	1	1	-0.1	0.0	1
Cc1ccc(NC(=O)C2=CCN(S(=O)(=O)c3ccc(F)cc3)CC2)c(C)c1	-2	6	0	-5	-4	1	-0.1	0.0	3
CC(CCc1ccccc1)NC(=O)CN1CCN(c2ccc(O)cc2)CC1 (stereo not drawn)	2	-2	-1	18	0	6	0.0	0.5	-9
COc1cc(CN2CCN(Cc3cccc(OC)c3OC)CC2)cc(OC)c1	11	-10	-10	9	-2	3	0.0	-3.3	-7
CC(C)OC(=O)/C(=C/c1ccc(Br)cc1)NC(=O)c1ccco1	4	9	-11	15	-5	2	-0.1	0.7	-14
Cn1c(=O)c2c(ncn2CCC(=O)N/N=C/c2ccccc2)n(C)c1=O	-4	6	-4	15	-5	0	0.0	-0.2	-2
Cn1cc(CN2CCc3ccccc3C2)c2ccccc21	-2	10	-6	12	0	1	-0.2	-0.9	6
COC(=O)NCC1(C)CC(NC(=O)OC)CC(C)(C)C1 (stereo not drawn)	-4	5	-4	-3	1	1	-0.1	-1.3	12
COC(=O)C1CCCN1C(=O)COc1ccc(Cl)cc1Br (stereo not drawn)	-1	4	8	-9	-2	-2	1.3	1.3	-12
O=C(Nc1ccccc1C(=O)NCCCn1ccnc1)c1ccc(Cl)cc1Cl	1	7	-1	6	2	1	-0.1	-1.4	-6
CCCc1nnc(SCC(=O)Nc2ccc(OC)cc2)o1	-2	16	-2	2	-4	-2	-0.1	1.3	-5
C=CCN1C(=O)C(CC(=O)Nc2ccc(C)cc2)SC1=Nc1c(C)n(C)n(-c2ccccc2)c1=O (stereo not drawn)	-1	1	6	11	6	-4	0.1	-1.4	1
CS(=O)(=O)N(CC(=O)NCCSC1CCCCC1)c1ccccc1	3	8	2	19	1	4	0.0	2.1	-5
COc1ccccc1-c1nnc(SCC(=O)Nc2ccc3[nH]c(=O)[nH]c3c2)n1N	-8	-4	3	3	-2	3	-0.1	-2.6	0
CCC1(CC)NC(=S)N(Nc2ccccc2)C1=O	-4	11	-6	1	-1	0	-0.2	1.6	-4
CCC(C)n1c(SCC(=O)NCCc2ccc(S(N)(=O)=O)cc2)nc2ccsc2c1=O (stereo not drawn)	-1	-4	-11	4	-3	0	-0.2	-1.1	-9
CCCCC1(CC(=O)OC)C(=O)N(c2ccccc2)N(c2ccccc2)C1=O	-1	-6	2	0	4	-3	-0.5	-2.1	-1
O=C(NC1(C(F)(F)F)C(=O)Nc2c1c(=O)[nH]c(=O)n2Cc1ccco1)C1CCCCC1 (stereo not drawn)	-1	-5	2	3	0	4	0.1	-1.1	12
Cc1cccc(CCNC(=O)COc2cc(=O)n(C)c3ccccc23)c1	-1	-2	-5	-3	1	0	0.1	2.5	-15
COc1cccc(CN2C(=O)CN(C3CCCCC3)C(=O)C2c2ccc(F)cc2)c1 (stereo not drawn)	-2	-11	3	14	1	9	-0.2	3.5	-7
Cc1ccc(N2/C(=N/c3nc(C)cc(C)n3)NC(=O)CC2C(=O)O)cc1 (stereo not drawn)	-3	4	-4	0	-3	-2	-0.1	0.1	-3
COc1ccc(CCNC(=O)CCc2ccccc2)cc1OC	-3	2	1	-5	0	-1	0.1	-1.4	-1
Cc1nc(C#N)c(N/N=C/c2c(F)cccc2Cl)o1	-3	-2	-2	-2	-2	-2	0.1	-1.0	-2
C/C(CC(=O)Nc1ccc(Cl)c(C(F)(F)F)c1)=N\NC(=O)c1cnccn1	2	0	4	-2	-3	2	0.0	2.4	2
O=C(CSc1nnc(-c2ccc(Cl)cc2)n1Cc1ccco1)c1cccs1	4	10	47*	17	0	3	-0.1	0.9	-21
COC(=O)C1=C(C)N(Cc2ccco2)C(=O)C1	0	8	13	-6	-8	-4	0.2	0.6	4
COc1cc(/C=C/C(=O)OCC(=O)Nc2ccc(C)c(S(=O)(=O)N3CCCCC3)c2)ccc1O	3	5	14	2	-2	-3	-0.1	3.4	6
Cc1cc(OC(C)C)nc(NCc2ccccc2)n1	2	3	-3	5	0	0	-0.2	1.2	-15
O=C(/C=C/c1cccc2ccccc12)N1CCOCC1	-10	-1	1	12	-6	-1	-0.1	2.7	-6
Cc1cc(=O)oc2cc(OCC(=O)NCc3cccnc3)ccc12	2	5	-4	-2	-1	0	0.0	-1.6	12
Cc1nc2ccc([N+](=O)[O-])cc2c(=O)n1Cc1cccc(Br)c1	7	-8	0	45*	2	1	0.3	2.7	8
COc1ccc(C2NC(=O)C(=O)/C2=C(\O)c2ccc(Cl)cc2)cc1OC (stereo not drawn)	0	10	4	3	-2	-8	0.0	-0.5	0
Cc1cc(N2CCN(C)CC2)nc(N2CCOCC2)n1	0	5	2	-5	0	-2	0.1	1.9	9
COC(=O)N1C/C=C\C(c2ccc(OC)cc2)N(Cc2ccc(F)cc2)C(=O)C1 (stereo not drawn)	2	13	3	1	-1	1	/	-0.9	6
CCOc1ccc(CN(C)CC(=O)NCc2ccccc2Cl)cc1	-2	1	-6	-11	-2	0	0.0	-2.5	2
CCC/C(=N\NC(=O)c1ccc(OC)c(OC)c1)c1ccccc1	-4	12	0	8	1	-1	-0.1	-0.4	0
CC(=O)Nc1cc(C(=O)N(C)Cc2ccccc2)ccc1S(=O)(=O)c1ccc(C)cc1	-1	-2	5	16	1	2	0.2	-1.8	8
CCOc1ccc(S(=O)(=O)N/N=C2/CCCC(=O)C2)cc1	-2	1	2	-1	-2	-1	-0.1	-2.3	-7
COc1cccc(CN(C(=O)c2ccccc2)C2CCS(=O)(=O)C2)c1 (stereo not drawn)	1	0	-12	13	-3	-2	0.0	2.3	-17
Cn1c(C(=O)N2COCC2(C)C)cc2c(=O)n3ccccc3nc21	-2	-23	7	19	-2	2	0.2	3.8	-4
CCCC12CN3CC(CCC)(CN(C1)C3C(O)C(O)C(O)CO)C2=O (stereo not drawn)	0	13	0	1	-6	-3	-0.1	-2.6	7
CCS(=O)(=O)N1CCCC(C(=O)NCCCOC(C)C)C1 (stereo not drawn)	-4	-7	-2	-1	-6	-3	0.0	1.0	-11
CNC(=O)OCCSCCS(=O)(=O)c1ccc(Cl)cc1	-1	-8	-1	-7	0	-1	-0.1	0.9	7

Given as comma-separated lines: part of the list above.
molecule,PP1 inh,EBNA-1 inhibitor,HCV core dimer,PREPL inh,TPT1 inhibitor,CTSL1 counter,Efflux pump inh,PP5 primary,ZTA DNA inh
Cc1nc2ccc([N+](=O)[O-])cc2c(=O)n1Cc1cccc(Br)c1,7,-8,0,45*,2,1,0.3,2.7,8
Cc1cc(=O)oc2cc(OCC(=O)NCc3cccnc3)ccc12,2,5,-4,-2,-1,0,0.0,-1.6,12
